tim10-1 inh – growth inhibitors of tim10-1 mutant yeast | S. cerevisiae tim10-1 ts strain growth, BacTiter-Glo, 24 h | inhibition, % at 20 µM | 2.2% of 330,000 active | AID 463190;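 active = inhibition of at least 40%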;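 note: mutant grown at 25 °C; 0% = DMSO wells with yeast and 100% = wells holding no yeast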
Jurkat NFkB inh – inhibitors of the PMA/ionomycin-induced NF-kB reporter in Jurkat cells. inhibition, % at 4 µM. 0.53% of 330,000 active. PMA/ionomycin-induced NF-kB luciferase reporter, luminescence; in the data active = inhibition above about 50%
CHOP UPR activ – activators of apoptotic arm of unfolded protein response (CHOP). activation, % at 10 µM. AID 449763. CHO-CHOP luciferase reporter, UPR activation, luminescence; percent of tunicamycin response over DMSO baseline. 0.34% of 330,000 active;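 active = at 10 µM dose, activation of 40% or more, normalized to positive control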;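 note: 100% = tunicamycin at 10 µg/mL and 0% = DMSO alone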
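Test system: CHO CHOP reporter cells. Input: 500 CHO-CHOP cells per well. Medium: F12 with 10% FBS. Technique: luciferase luminescence. Measure: percent activation relative to tunicamycin control. Dosing: 10 µM compound, 0.5% DMSO. Timing: 16-18 h cell attachment, then 6 h compound exposure, 37 °C.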
tim23-1 inh – inhibits growth of tim23-1 mutant yeast | S. cerevisiae tim23-1 growth, BacTiter-Glo luminescence, 24 h | inhibition, % at 20 µM | 1.3% of 330,000 active | AID 463212;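 active = growth inhibition of the mutant yeast at or above 50%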;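 note: temperature-sensitive mutant grown at 25 °C; plate controls were DMSO-treated mutant yeast for no effect and medium wells lacking yeast for full effect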
XBP1 UPR activ – activators of adaptive arm of unfolded protein response (XBP1). 0.33% of 330,000 active. CHO-XBP1 luciferase reporter, IRE1-XBP1 UPR activation, luminescence; percent of tunicamycin response, DMSO as zero. activation, % at 20 µM;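 active = versus positive control, 20 µM dose yields 30% or more activation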;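 note: 100% = tunicamycin at 10 µg/mL and 0% = DMSO only wells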
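Test system: CHO-XBP1 luciferase reporter cells | Buffer or medium: Serum-containing F12 medium, 10% FBS | Schedule: 6 h compound exposure at 37 °C, 5% CO2 | Detection: Steady-Glo luciferase glow luminescence, 10 min after reagent addition | Read-out basis: Activation, % of tunicamycin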
697 NFkB inh – inhibitors of the PMA/ionomycin-induced NF-kB reporter in 697 B cells; 697 B-cell NF-kB luciferase reporter, 16 h; inhibition, % at 4 µM; 0.33% of 330,000 active; in the data active = inhibition above about 35%
Mdm2-MdmX inh – disrupts the human Mdm2-MdmX interaction; O15151+Q00987; SaOS-2 split-luciferase Mdm2/MdmX complementation, luminescence; inhibition, % at 8 µM; 3% of 330,000 active; AID 485346;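 active = inhibition of at least 50% at 8 µM in the primary screen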
Target sequence (O15151 whole entry, looked up): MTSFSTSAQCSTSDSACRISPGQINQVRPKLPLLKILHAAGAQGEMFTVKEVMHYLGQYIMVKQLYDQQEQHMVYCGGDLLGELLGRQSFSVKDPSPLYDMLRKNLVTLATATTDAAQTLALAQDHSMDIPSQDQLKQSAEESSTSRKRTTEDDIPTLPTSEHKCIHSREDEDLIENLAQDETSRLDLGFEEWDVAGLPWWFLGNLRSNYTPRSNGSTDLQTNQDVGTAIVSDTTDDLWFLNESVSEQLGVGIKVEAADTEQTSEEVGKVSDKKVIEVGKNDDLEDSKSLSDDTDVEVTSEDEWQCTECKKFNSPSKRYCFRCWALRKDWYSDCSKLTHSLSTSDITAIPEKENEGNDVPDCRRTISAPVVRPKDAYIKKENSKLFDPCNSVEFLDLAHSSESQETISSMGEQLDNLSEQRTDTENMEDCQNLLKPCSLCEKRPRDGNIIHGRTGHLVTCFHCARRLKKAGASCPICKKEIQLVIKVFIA
Target sequence (Q00987 whole entry, looked up): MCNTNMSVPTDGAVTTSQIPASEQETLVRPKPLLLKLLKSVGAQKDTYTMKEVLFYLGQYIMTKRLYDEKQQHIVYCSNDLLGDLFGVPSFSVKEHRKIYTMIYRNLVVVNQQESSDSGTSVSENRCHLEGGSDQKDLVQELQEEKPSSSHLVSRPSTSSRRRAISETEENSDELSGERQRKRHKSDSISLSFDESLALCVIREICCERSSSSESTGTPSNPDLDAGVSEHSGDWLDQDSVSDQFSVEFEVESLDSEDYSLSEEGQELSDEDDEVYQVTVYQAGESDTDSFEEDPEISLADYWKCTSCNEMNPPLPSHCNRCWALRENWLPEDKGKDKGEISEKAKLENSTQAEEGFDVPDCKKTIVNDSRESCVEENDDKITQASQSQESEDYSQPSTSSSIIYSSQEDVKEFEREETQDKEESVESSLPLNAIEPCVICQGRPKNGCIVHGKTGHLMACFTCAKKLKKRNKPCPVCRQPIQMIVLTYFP
TIM10 inh – inhibits growth of TIM10 yeast strain. AID 463195. 1.4% of 330,000 active. inhibition, % at 10 µM. S. cerevisiae TIM10 strain growth, BacTiter-Glo luminescence, 24 h;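 active = inhibition of 40% or more at the single tested concentration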;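 note: wild-type TIM10 isogenic control strain grown at permissive 25 °C; 0% = DMSO yeast wells and 100% = minimal medium wells without yeast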
Starred values were filed as active, the others as inactive; . = not tested or not shown.

SMILES	tim10-1 inh	Jurkat NFkB inh	CHOP UPR activ	tim23-1 inh	XBP1 UPR activ	697 NFkB inh	Mdm2-MdmX inh	TIM10 inh
Cc1ccc(CNC(=O)C2CCN(S(=O)(=O)c3ccc(Br)s3)CC2)cc1	1	-8	2.2	1	-1	-8	-13	-7
CC(C)C(=O)Nc1nc2cc3c(cc2s1)OCO3	19	-55	11	31	2	-74	-50	13
N#Cc1c(=O)c2nc(NCc3ccccc3)ncc2n2ccccc12	8	2	1.8	-1	0	1	-26	-13
O=C(c1ccc(C(=O)N2CCOCC2)s1)N1CCOCC1	-7	-5	6.2	0	1	-9	6	-14
COc1ccccc1C1c2[nH]c3ccccc3c2CCN1Cc1cnc(C)s1 (stereo not drawn)	31	6	0.9	13	-1	23	16	4
CC(C)CC(=O)OC1C(N2CCOCC2)c2c(ccc(/C=C/C(=O)N3CCOCC3)c2O)OC1(C)C (stereo not drawn)	26	6	-0.1	38	0	-6	17	23
Cn1c(=O)c2c(nc(NCC3CCCO3)n2C)n(C)c1=O (stereo not drawn)	4	-27	-1.2	-5	-5	15	12	-2
CCn1c(N)c(C(=O)NCc2ccc3c(c2)OCO3)sc1=S	10	-7	0.8	13	-3	13	29	-11
CC(C)(C)c1nc(N2CCN(C(=O)c3ccco3)CC2)c2nnn(Cc3ccccc3)c2n1	22	-23	0.4	30	-1	-1	21	17
C=CCOc1ccccc1/C=N/NC(=O)Cc1ccc(C)cc1	-3	-6	1.1	22	-5	-4	-1	0
CCN(C(=O)COC(=O)c1cc(OC)c(OC)cc1[N+](=O)[O-])C1CCS(=O)(=O)C1 (stereo not drawn)	16	-9	-0.5	6	1	2	-6	-13
COC(=O)Cn1ccc(-c2ccc(Cl)cc2)c(C#N)c1=O	-7	11	0.5	1	15	11	0	3
O=C(NCc1ccc2c(c1)OCO2)c1ccc(CS(=O)(=O)Cc2cccc(Cl)c2)o1	3	-1	-3.7	-7	-2	-12	21	-15
O=C(Nc1cccc(Cl)c1)c1ccc(S(=O)(=O)NCC2CCCO2)cc1 (stereo not drawn)	-40	12	-0.4	6	-6	11	36	-17
Cc1ccc2c(c1)N(CC(=O)N1CCOCC1)C(=O)C(C)O2 (stereo not drawn)	5	9	0.3	4	-4	-5	-6	-8
O=C(NCc1ccccc1)/C(=C\c1ccccc1)NC(=O)c1ccco1	4	14	-0.6	0	-2	17	22	-10
CCC1CN(C(=O)N2CCC(C(=O)NCCc3ccc(OC)c(OC)c3)CC2)c2ccccc2O1 (stereo not drawn)	7	8	0.4	-6	-1	-4	24	3
CCOCCCNC(=O)N[C@@H](Cc1ccccc1)C(=O)OC	16	9	3.1	12	0	11	-4	1
COc1cccc(C2CC(c3ccc(C)cc3)n3ncnc3N2)c1 (stereo not drawn)	7	-6	0.2	11	0	-2	12	8
Cc1ccc(NC(=O)Cn2c(O)c(N=NC(N)=O)c3ccccc32)cc1	-3	14	0.1	6	3	-1	25	-2
COc1ccc(NC(=O)/C(=C\c2ccco2)NC(=O)c2ccco2)cc1	-10	12	0.4	1	-3	9	6	10
Cc1ccc(-n2c(Cc3cccs3)nnc2SCC(=O)Nc2ccc(S(N)(=O)=O)cc2)cc1	25	-13	-1.0	10	1	4	-26	-1
CN1C(=O)c2cccc(N(C)C)c2C1=O	0	5	0.1	9	1	2	-2	-1
COc1cccc2c(=O)n(CC(=O)Nc3ccc(F)cc3)ccc12	-12	-1	0.1	-11	-3	7	12	-8
O=C(Cc1ccc(F)cc1)NCCc1ccccc1	-1	-4	0.2	-15	0	4	14	-1

Two compounds picked at random from those above, as already listed:
SMILES	tim10-1 inh	Jurkat NFkB inh	CHOP UPR activ	tim23-1 inh	XBP1 UPR activ	697 NFkB inh	Mdm2-MdmX inh	TIM10 inh
O=C(c1ccc(C(=O)N2CCOCC2)s1)N1CCOCC1	-7	-5	6.2	0	1	-9	6	-14
O=C(Cc1ccc(F)cc1)NCCc1ccccc1	-1	-4	0.2	-15	0	4	14	-1

Going on with the list:
SMILES	tim10-1 inh	Jurkat NFkB inh	CHOP UPR activ	tim23-1 inh	XBP1 UPR activ	697 NFkB inh	Mdm2-MdmX inh	TIM10 inh
COc1ccc2c(c1OC)C(=O)N1C2SC(C)(C)[C@H]1C(=O)NC(C)C (stereo partly drawn)	2	-21	1.7	13	-3	-15	-29	4
CCC(CC)C(=O)Nc1cccc(SC)c1	-6	-4	-0.7	3	-1	-2	1	-17
CCCCCCc1cc2cc(S(=O)(=O)c3ccc(Cl)cc3)c(=O)oc2cc1O	7	20	1.6	9	-4	3	75*	13
Cc1ccc(CN(Cc2ccccc2)C(=S)NCC(=O)NCc2cccnc2)o1	4	-13	-2.0	9	-1	0	-21	20
CN1C(=O)NC(c2cccc(F)c2)C2=C1CC(C)(C)CC2=O (stereo not drawn)	17	-12	-2.1	6	-1	3	-2	-1
COc1ccc(CNC(=O)CCS(=O)(=O)c2cccc3nonc23)cc1	19	-23	-0.2	14	12	14	-9	-4
COc1ccc2c(c1)OC(=O)CC2c1ccccc1OC (stereo not drawn)	22	.	0.7	40	0	19	-7	0
C[C@@H]1COC(=O)[C@@H](CC(=O)OC(C)(C)C)C/C=C\C[C@H](CC(=O)NCCO)C(=O)N1	-7	0	-0.8	-6	0	2	14	8
CCOC(=O)C1CCN(Cc2cccc(OCc3ccccc3)c2)CC1	8	-2	-0.2	19	-3	6	6	4
Cc1ccc(-c2csc(NC(=O)N3CCOCC3)n2)cc1	8	-7	4.1	9	1	-35	0	17
COc1ccc(Nc2nc(N)nc(CN3CCOCC3)n2)cc1	17	13	-0.5	-4	-2	4	6	-9
Clc1ccc(CO/N=C2\CCCc3nonc32)c(Cl)c1	6	-7	2.4	19	-1	14	22	-6
O=C1C2C(C(=O)N1c1ccccc1)N1CCCN1C2c1ccccc1 (stereo not drawn)	21	-1	-0.9	24	0	-10	0	-14
O=C(C[C@@H]1C/C=C\C[C@H](NC(=O)OCC2c3ccccc3-c3ccccc32)C(=O)OC[C@H]2CCCN2C1=O)N[C@@H](CO)Cc1ccccc1	32	-10	2.0	27	5	-15	28	7
COc1ccc(Cn2c(-c3ccco3)nc3oc4cc(OC)ccc4c(=O)c3c2=O)cc1	5	-39	6.5	12	8	-118	-16	22
O=C(NCCCN1CCN(CCCNC(=O)c2cccc([N+](=O)[O-])c2)CC1)c1cccc([N+](=O)[O-])c1	-12	10	1.4	5	-1	13	-18	1
Cc1ccc(S(=O)(=O)CNC(=S)c2ccc3ccccc3c2)cc1	43*	-4	-1.0	53*	0	2	-10	34
FC(F)(F)c1cc(Cl)c2nnc(-c3cccnc3)n2c1	-1	21	1.7	-3	-1	6	-27	9
Cc1cccn2c(=O)c(/C=C(\C#N)C(N)=O)c(Oc3ccccc3)nc12	23	1	-0.9	29	-1	1	26	31
CCN1CCN(c2cc(C)c3cc(NC(=O)c4cccnc4Cl)ccc3n2)CC1	16	-11	0.2	-1	-3	-33	-3	4
COc1ccc2cc(C#N)c(NC(C)C)nc2c1	20	-12	-0.9	-1	-2	-14	-7	-13
CC(C)(C)NC(=O)NC(=O)CN1CCN(c2ccccc2O)CC1	7	7	1.3	15	0	-9	-16	9
COCCC(=O)N1CCC(Oc2ccc(C(=O)N(C)CCCC3CCCC3)cc2)CC1	26	-20	3.6	18	2	-63	-10	19

Exported with bars between the fields: twelve of the compounds above
Structure | tim10-1 inh | Jurkat NFkB inh | CHOP UPR activ | tim23-1 inh | XBP1 UPR activ | 697 NFkB inh | Mdm2-MdmX inh | TIM10 inh
COc1ccc2c(c1OC)C(=O)N1C2SC(C)(C)[C@H]1C(=O)NC(C)C (stereo partly drawn) | 2 | -21 | 1.7 | 13 | -3 | -15 | -29 | 4
CCC(CC)C(=O)Nc1cccc(SC)c1 | -6 | -4 | -0.7 | 3 | -1 | -2 | 1 | -17
CCCCCCc1cc2cc(S(=O)(=O)c3ccc(Cl)cc3)c(=O)oc2cc1O | 7 | 20 | 1.6 | 9 | -4 | 3 | 75* | 13
Cc1ccc(CN(Cc2ccccc2)C(=S)NCC(=O)NCc2cccnc2)o1 | 4 | -13 | -2.0 | 9 | -1 | 0 | -21 | 20
CN1C(=O)NC(c2cccc(F)c2)C2=C1CC(C)(C)CC2=O (stereo not drawn) | 17 | -12 | -2.1 | 6 | -1 | 3 | -2 | -1
COc1ccc(CNC(=O)CCS(=O)(=O)c2cccc3nonc23)cc1 | 19 | -23 | -0.2 | 14 | 12 | 14 | -9 | -4
COc1ccc2c(c1)OC(=O)CC2c1ccccc1OC (stereo not drawn) | 22 | . | 0.7 | 40 | 0 | 19 | -7 | 0
C[C@@H]1COC(=O)[C@@H](CC(=O)OC(C)(C)C)C/C=C\C[C@H](CC(=O)NCCO)C(=O)N1 | -7 | 0 | -0.8 | -6 | 0 | 2 | 14 | 8
CCOC(=O)C1CCN(Cc2cccc(OCc3ccccc3)c2)CC1 | 8 | -2 | -0.2 | 19 | -3 | 6 | 6 | 4
Cc1ccc(-c2csc(NC(=O)N3CCOCC3)n2)cc1 | 8 | -7 | 4.1 | 9 | 1 | -35 | 0 | 17
COc1ccc(Nc2nc(N)nc(CN3CCOCC3)n2)cc1 | 17 | 13 | -0.5 | -4 | -2 | 4 | 6 | -9
Clc1ccc(CO/N=C2\CCCc3nonc32)c(Cl)c1 | 6 | -7 | 2.4 | 19 | -1 | 14 | 22 | -6

Screening data: PubChem BioAssay, Sanford-Burnham Center for Chemical Genomics
